PfGluPho inh: PfG6PD (Plasmodium falciparum) enzyme inhibition. PfGluPho enzyme, NADPH resazurin-diaphorase fluorescence. inhibition, % at 20 µM. actives 0.78% (n = 350,000). AID 504690;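 active = inhibition reaching at least a set limit at 20 µM in the primary screen, cut at about 59% in these data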;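 also: 0% = DMSO wells with substrate and 100% = DMSO wells lacking glucose-6-phosphate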
SENP6 block: inhibitors of human SENP6 protease. Recombinant SENP6 catalytic domain, aminoluciferin luminescence. inhibition, % at 10 µM. AID 2599. actives 1.8% (n = 330,000). Q9GZR1;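 active = inhibition above about 50% at the single tested dose, limit read from the data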;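 also: plate controls were DMSO wells with enzyme for no effect and DMSO wells lacking enzyme for full effect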
UBC13 inh: human UBC13 polyubiquitination inhibition. AID 485273. inhibition, % at 20 µM. UBC13 polyubiquitin chain formation, TR-FRET. actives 0.47% (n = 330,000); in the data active = inhibition above about 45%, passing the limit was not always enough
Target sequence (P61088 whole entry, looked up): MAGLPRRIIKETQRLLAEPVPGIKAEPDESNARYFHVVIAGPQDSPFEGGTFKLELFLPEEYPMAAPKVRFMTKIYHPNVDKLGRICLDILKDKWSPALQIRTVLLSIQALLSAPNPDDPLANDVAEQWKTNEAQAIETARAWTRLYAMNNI
SENP1 FRET inh: inhibitors of human SENP1 SUMO protease catalytic domain; Q9P0U3; actives 0.21% (n = 360,000); recombinant SENP1 catalytic domain, CyPet-SUMO1-YPet FRET cleavage; inhibition, % at 10 µM;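 active = inhibition at least 30% at 10 µM, raw YFP signal under a set limit, fluorescence ratio 0.5 to 1.5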;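 also: 0% = enzyme with DMSO and 100% = no enzyme wells; some results filed as inactive read as strong as hits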
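Test system: hSENP1 catalytic domain, recombinant; Amount: 20 pM final SENP1 enzyme; Medium: Tris pH 8 buffer plus EDTA, NaCl, BME, BSA, NP40, catalase; Schedule: 50 min enzyme reaction, room temperature, light-protected; Technique: FRET fluorescence in CFP and YFP emission channels; Controls: no-enzyme wells low, DMSO-plus-enzyme wells high control.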
SENP8 block-1: blocks the human protease SENP8 | Q96LD8 | purified SENP8, Z-RLRGG-aminoluciferin cleavage, luminescence | inhibition, % at 10 µM | actives 1.2% (n = 330,000) | AID 2540; in the data active = inhibition above about 50%
MIN6 prolif: MIN6 beta-cell proliferation induction; MIN6 cells proliferation, ATPlite luminescence, 48 h; cells starved in 0.2% serum; 100% = growth in 10% serum; proliferation, % at 10 µM; actives 0.29% (n = 330,000);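 active = compounds whose signal lies at least 3.5 SD above the mean of all wells on their plate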;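 also: 0% = DMSO-treated cells in low-serum medium and 100% = 10% serum control; some compounds called inactive have numbers as strong as hits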
SENP7 inh: blocks the human protease SENP7. recombinant SENP7, Z-RLRGG-aminoluciferin luminescence, 40 min. inhibition, % at 5 µM. Q9BQF6. actives 1.5% (n = 330,000). AID 434973;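 active = inhibition above about 50% at the single test dose, limit read from the data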;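 also: plate controls were DMSO with enzyme for no effect and no enzyme buffer wells for full effect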
SENP8 block-2: inhibitors of human SENP8 protease | actives 0.64% (n = 360,000) | Q96LD8 | AID 602440 | recombinant SENP8, Nedd8 substrate fluorescence | inhibition, % at 20 µM; in the data active = inhibition mostly above about 40%, no sharp cut-off; inactive = mostly below about 27%
HKDC1 inh: inhibitors of human hexokinase HKDC1; Q2TB90; recombinant HKDC1, G6PDH/diaphorase resazurin coupled fluorescence; inhibition, % at 20 µM; actives 0.16% (n = 340,000); AID 493160;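 active = inhibition above about 35% when tested at 20 µM, limit read from the data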;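 also: plate controls were DMSO wells with enzyme for no effect and DMSO wells lacking enzyme for full effect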
Target sequence (Q2TB90 whole entry, looked up): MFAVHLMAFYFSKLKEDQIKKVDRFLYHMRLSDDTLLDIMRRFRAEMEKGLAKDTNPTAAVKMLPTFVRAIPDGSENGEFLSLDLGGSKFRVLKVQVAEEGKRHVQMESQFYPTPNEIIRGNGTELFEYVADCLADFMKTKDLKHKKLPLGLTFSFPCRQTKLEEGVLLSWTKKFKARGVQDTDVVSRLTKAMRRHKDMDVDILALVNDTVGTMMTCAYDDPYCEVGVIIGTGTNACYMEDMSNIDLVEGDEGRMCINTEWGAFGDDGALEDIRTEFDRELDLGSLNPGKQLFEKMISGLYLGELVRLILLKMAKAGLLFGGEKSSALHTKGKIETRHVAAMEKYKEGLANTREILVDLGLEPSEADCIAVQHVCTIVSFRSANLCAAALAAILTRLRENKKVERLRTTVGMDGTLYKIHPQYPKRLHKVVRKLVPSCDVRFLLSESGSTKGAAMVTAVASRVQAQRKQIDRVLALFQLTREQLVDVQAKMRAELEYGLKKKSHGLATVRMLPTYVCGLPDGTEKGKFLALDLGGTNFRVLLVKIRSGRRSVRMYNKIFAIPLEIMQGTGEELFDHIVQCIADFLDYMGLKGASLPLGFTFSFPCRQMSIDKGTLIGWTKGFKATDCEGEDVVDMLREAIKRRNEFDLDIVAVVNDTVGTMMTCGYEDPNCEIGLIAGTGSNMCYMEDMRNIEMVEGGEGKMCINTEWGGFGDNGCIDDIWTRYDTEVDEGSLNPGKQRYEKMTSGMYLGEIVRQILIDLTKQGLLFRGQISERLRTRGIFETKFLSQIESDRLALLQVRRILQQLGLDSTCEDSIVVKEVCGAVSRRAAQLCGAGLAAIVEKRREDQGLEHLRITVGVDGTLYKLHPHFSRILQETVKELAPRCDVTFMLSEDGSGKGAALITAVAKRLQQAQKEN
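Assay system: recombinant HKDC1 hexokinase; detection: coupled resazurin fluorescence, excitation 525 nm, emission 613 nm; benchmarks: DMSO-plus-enzyme-mix negative control, buffer-substituted positive control; compound dosing: single 20 µM dose; schedule: 90 min at room temperature in dark; also added: glucose plus 1 mM ATP as hexokinase substrates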
* hit, by the source's call; i = inactive; · = no result given.

SMILES | PfGluPho inh | SENP6 block | UBC13 inh | SENP1 FRET inh | SENP8 block-1 | MIN6 prolif | SENP7 inh | SENP8 block-2 | HKDC1 inh
CC(C)(C)[C@H]1COC(=O)CCCC/C=C\C[C@H](CC(=O)NCCO)C(=O)N1 | -9 | -25 | -4 | 0 | -4 | -2 | -3 | 15 | -6
Clc1ccc2c(c1)C(c1cccs1)=NNC(c1cccnc1)=N2 | -5 | -8 | 7 | 0 | -2 | 0 | 3 | 17 | 2
CC(C(=O)O)N1C(=O)CSc2ncccc21 (stereo not given) | -5 | 3 | -3 | 2 | -5 | -4 | 2 | 3 | -6
CCOc1ccc(-c2nc(-c3cccnc3)no2)cc1OCC | -4 | -4 | -7 | 1 | -15 | 9.7* | -12 | -10 | -2
OC(Cn1cncn1)c1ccc(Cl)cc1Cl (stereo not given) | -3 | -12 | -5 | 1 | 3 | 3 | -5 | 18 | -7
Cc1ccc(-c2noc(C3CCCN(S(=O)(=O)c4ccc(S(=O)(=O)N(C)C)cc4)C3)n2)o1 (stereo not given) | -3 | -17 | -13 | 0 | -12 | -3 | -8 | 7 | -9
COc1ccc(/C=C2\OC(=O)c3c(OC)cccc32)cc1OC | 21 | 62* | 10 | -23 | 47 | 3 | 45 | -487 | -2
COc1ccc(S(=O)(=O)N(CC(=O)Nc2cccnc2)c2ccccc2OC)cc1 | -3 | 1 | 3 | -29 | 2 | -1 | 7 | 4 | -13
O=C1C2C3C=CC(CC3)C2C(=O)N1/N=C/c1ccc(O)cc1 (stereo not given) | -21 | -22 | -1 | 1 | -6 | -1 | 2 | 8 | 5
CC(=O)Nc1ccc(S(=O)(=O)N2CCN(C(=O)CCC3CCCC3)CC2)cc1 | -20 | 2 | -7 | 2 | -5 | -1 | -7 | 46* | 3
CC1Cc2ccccc2N1C(=O)CCN1C(=O)C2C3C=CC(C3)C2C1=O (stereo not given) | -11 | -2 | -5 | 2 | 5 | 0 | 7 | 13 | 5
CCCNS(=O)(=O)c1ccc(CCC(=O)NCC2CCCO2)cc1 (stereo not given) | -14 | 8 | 7 | 0 | 3 | -3 | -4 | 2 | -1
O=C(Nc1ccc(NC(=O)c2ccc([N+](=O)[O-])o2)cc1Cl)c1ccco1 | -2 | -1 | -5 | 1 | -17 | -2 | -11 | 32 | -5
O=C(/C=C/c1ccccc1[N+](=O)[O-])NCc1ccc(Cl)cc1 | -3 | 0 | -2 | 0 | 1 | 0 | -4 | 14 | -2
CCNC(=S)NN=C1c2ccccc2-c2ccccc21 | 11 | -4 | 8 | 1 | -1 | -5 | 12 | 10 | -5
COc1cc(OC)cc(C(=O)NCC2CCCN(C(=O)c3csc(C)n3)C2)c1 (stereo not given) | -4 | -5 | 5 | 2 | 0 | 0 | -8 | 3 | -4
O=c1ccc(-c2ccccc2)n[nH]1 | -4 | -27 | -6 | 0 | 0 | -1 | -8 | 6 | -8
COCCn1nnnc1CN(CCCN1CCOCC1)Cc1cc2c(C)ccc(C)c2[nH]c1=O | -12 | · | · | -2 | · | · | · | -23 | 3
O=C(NC1CCCC1)c1ccc([N+](=O)[O-])s1 | -4 | -13 | -18 | 0 | -10 | -3 | -5 | 24 | -8
COC(=O)Cc1ccc(NC(=S)Nc2ccc(N3CCOCC3)cc2)cc1 | -8 | -10 | 6 | 6 | -2 | -2 | -1 | -3 | -6
COc1ccccc1NS(=O)(=O)c1ccc(C)c(C(N)=O)c1 | -5 | 1 | 4 | 0 | 1 | -2 | 3 | 17 | -3
O=C1CCN(CCc2ccccc2)CCN1[C@H](CO)c1ccccc1 | 11 | -11 | -9 | -11 | -14 | -4 | -21 | 9 | -2
CCOCC(=O)N1CCN(c2ccc([N+](=O)[O-])cc2)CC1 | -7 | -7 | -15 | 5 | -5 | 1 | -14 | 19 | -7
Cn1nc(C(F)(F)F)c(C(=O)Nc2ccc(F)cc2F)c1Cl | 3 | 18 | 1 | 3 | 7 | 3 | -2 | 1 | -12
N#CCCN(C(=O)COC(=O)C1CCN(c2ccc(C(F)(F)F)cn2)CC1)c1ccc(F)cc1 | 4 | -5 | -2 | -1 | -4 | -2 | -2 | -36 | 1
O=C(CSc1nnc(CNC(=O)c2ccc(F)cc2)o1)Nc1ccc2c(c1)OCO2 | -3 | -5 | -7 | 2 | 5 | -1 | -3 | 7 | -8
COc1ccc2[nH]c(=O)c(CN(Cc3ccccc3OC)Cc3nnnn3CC3CCCO3)cc2c1 (stereo not given) | -2 | -1 | 0 | -31 | 3 | -1 | 7 | -253 | -10
Cc1ccc(OCC(=O)NN2C(=O)c3ccccc3C2=O)cc1 | 4 | -6 | 5 | -1 | 2 | 3 | 5 | 12 | -4
CCOCCCn1c(SCC(=O)Nc2cccc(OC)c2)nc2ccccc2c1=O | -17 | -6 | 13 | 0 | 2 | -2 | 4 | 18 | 6
Cc1ccccc1NC(=O)CSc1nc2c(c(-c3ccco3)c1C#N)CCCC2 | -6 | -3 | -2 | 2 | 7 | 2 | -4 | -20 | 3
COc1ccc(C(CC(=O)O)NC(=O)COc2ccccc2OC)cc1OC (stereo not given) | -14 | -12 | -2 | 2 | -7 | 1 | 6 | 10 | -3
CCOC(=O)c1cnc(-n2nc(C)cc2C)nc1-n1nc(C)cc1C | -7 | -2 | 18 | 2 | 3 | -1 | 1 | 0 | -9
Cc1cc(Cl)ccc1NC(=O)C(=O)N/N=C/c1ccc2c(c1)OCO2 | 2 | -10 | 1 | 1 | 2 | -3 | 3 | -240 | 2
CN1CC2([N+](=O)[O-])CC=C(Oc3ccccc3)C([N+](=O)[O-])(C1)C2 (stereo not given) | -9 | 7 | -3 | -2 | -2 | -1 | 1 | 14 | -1
COC(=O)COc1ccc(S(=O)(=O)N2CCN(c3ccccc3F)CC2)cc1 | -17 | -13 | 2 | 3 | 0 | -6 | -3 | 23 | 3
CSc1nc(N(CCO)CCO)c2sc3nc(-c4ccco4)c4c(c3c2n1)CCC4 | 40 | · | · | 9 | · | · | · | -367 | 37*
CCOC(=O)c1nnn(-c2nonc2N)c1-c1ccccc1Cl | 31 | -2 | -8 | -1 | 3 | 1 | 8 | 5 | -10
Cc1cccc(C(=O)N2CCC(c3nc(-c4ccc(S(=O)(=O)N5CCOCC5)cc4)no3)CC2)c1 | -8 | -8 | -5 | 1 | -1 | 0 | -8 | 4 | -9
CCOc1ccc(Cn2c(SCCCCC#N)nc3c2c(=O)n(C)c(=O)n3C)cc1OCC | 22 | -6 | 9 | -1 | -1 | -1 | 4 | 22 | -3
COC(=O)c1ccc(CN2CCN(CCc3ccccc3)C(CCO)C2)cc1 (stereo not given) | 11 | -8 | 11 | 1 | 4 | -2 | -4 | 6 | -6
COc1ccc(CSc2nc(CSC)cc(N3CCOCC3)n2)cc1 | 14 | -7 | 2 | 0 | -19 | -1 | 4 | 3 | 4
CC(C)n1c(Nc2ccccc2)nc2ccccc21 | -11 | 8 | 6 | -2 | 2 | -4 | -2 | 6 | 0
CCOc1ccc(-n2nnc3c(=O)n(C/C=C/c4ccccc4)cnc32)cc1 | 1 | -24 | 2 | 1 | -15 | -1 | -8 | 7 | -9
Cc1ccc(-n2c(C)cc(C(=O)OCC(=O)N(CC(C)C)C3CCS(=O)(=O)C3)c2C)cc1 (stereo not given) | -16 | -19 | -20 | 2 | 0 | -4 | -2 | 20 | 0
Cc1ccc(NC(=O)NC2CC(=O)N(c3ccc4c(c3)OCCO4)C2)cc1 (stereo not given) | 8 | -5 | 1 | -1 | 10 | 1 | 1 | 15 | -3
COc1cc2c(C(=O)NCc3ccc4c(c3)OCO4)cn(CC(C)C)c(=O)c2cc1OC | 17 | -13 | 9 | 3 | -4 | -1 | -3 | 1 | 0
O=C(Nc1ccc(Cl)cn1)C1CC1 | -16 | -19 | 7 | 2 | -4 | 1 | -2 | 26 | 8
CCOc1cccc(-c2c(C(=O)N/N=C/c3sccc3C)nnn2-c2nonc2N)c1 | 87* | 11 | -6 | 1 | 10 | 2 | 0 | -32 | 5
CCOC(=O)N1CCN(Cc2nc(N)nc(Nc3ccc(Oc4ccccc4)cc3)n2)CC1 | 8 | 8 | 8 | -43 | 2 | -4 | 6 | 1 | 1
O=C(COc1ccc(-c2ccccc2)cc1)N1CCN(C(=O)c2cccs2)CC1 | 2 | 11 | 2 | 2 | 4 | -1 | 0 | 9 | -5
CC(=O)C(Cc1ccc(Cl)nc1)(Cc1ccc(Cl)nc1)C(C)=O | -12 | 8 | -7 | -1 | -4 | 1 | 5 | 6 | -6
C/C=C(\C)C(=O)NCCN1C2=NC[C@H](Cc3ccccc3)N2C[C@H]1Cc1ccc(O)cc1 | -5 | -10 | 18 | 0 | 7 | -3 | -4 | -5 | 2
Cc1ccc(N2CC(C(=O)Nc3ccc(S(=O)(=O)N4CCCC4)cc3)CC2=O)cc1 (stereo not given) | 12 | 15 | 0 | -2 | 2 | -2 | -2 | 8 | 13
CCOc1ccccc1NC(=O)C12CC3CC(C1)CC(c1ccc(C)cc1)(C3)C2 | -2 | -6 | 1 | 2 | 3 | -6 | 2 | 30 | 10
COCCn1c(SCC(=O)c2ccc(CNC(C)=O)o2)nc2ccccc2c1=O | 6 | 1 | 3 | 2 | 3 | -1 | 1 | 4 | 9
O=c1cc(NS(=O)(=O)c2ccccc2)nc(SCc2c(Cl)cccc2Cl)[nH]1 | -8 | -12 | -8 | -2 | -5 | -2 | -6 | 33 | -7
CCc1cc2c(SCc3ccc(C(=O)OC)o3)ncnc2s1 | -4 | -23 | -2 | 0 | -10 | 0 | 1 | 4 | -3
CC(C)n1ncc2c(C(=O)NCc3cccnc3)cc(C3CC3)nc21 | 2 | -2 | 15 | 1 | 3 | 11* | -3 | i | -2
Cc1ccnc2nc(NC(=O)c3ccco3)nn12 | -2 | -7 | 0 | 0 | -6 | 3 | -2 | 2 | -3
CCOc1cccc(C2/C(=C(/O)c3ccc4c(c3)CC(C)O4)C(=O)C(=O)N2CCCn2ccnc2)c1 (stereo not given) | 7 | 7 | -2 | -1 | -2 | 1 | -3 | -32 | 2
Cc1ccc2c(c1)NC(=O)[C@@]1(C)[C@@H](c3ccccc3)[C@H]3COc4ccc(Cl)cc4[C@@H]3N1C2=O | -16 | -5 | 2 | 0 | -4 | -6 | -4 | -4 | -3
O=C(c1ccc(-c2cccc(Cl)c2Cl)o1)N1CCOCC1 | -1 | -36 | 16 | 0 | 8 | -3 | 7 | 10 | -5

Whole records, looked up by structure. Order of values: PfGluPho inh | SENP6 block | UBC13 inh | SENP1 FRET inh | SENP8 block-1 | MIN6 prolif | SENP7 inh | SENP8 block-2 | HKDC1 inh
COc1ccc(CSc2nc(CSC)cc(N3CCOCC3)n2)cc1 reads 14 | -7 | 2 | 0 | -19 | -1 | 4 | 3 | 4
Cc1ccc(N2CC(C(=O)Nc3ccc(S(=O)(=O)N4CCCC4)cc3)CC2=O)cc1 (stereo not given) reads 12 | 15 | 0 | -2 | 2 | -2 | -2 | 8 | 13
O=C(Nc1ccc(Cl)cn1)C1CC1 reads -16 | -19 | 7 | 2 | -4 | 1 | -2 | 26 | 8
CCOc1cccc(-c2c(C(=O)N/N=C/c3sccc3C)nnn2-c2nonc2N)c1 reads 87* | 11 | -6 | 1 | 10 | 2 | 0 | -32 | 5
